# Screening results: PubChem BioAssay, National Center for Advancing Translational Sciences (NCATS)
# Mm-Cpn inhibitor = blocks the Methanococcus maripaludis chaperonin Mm-Cpn | purified Mm-Cpn ATPase, ADP Transcreener TR-FRET | Potency, µM (doses to about 76.9 µM), for inactives: at the top dose activity, negative = inhibition, usual class: inhibitors | 330,000 tested, 0.031% active | AID 504842; further: potency means the concentration at half of the fitted maximal effect; on the % scale 0 is the no-effect control and ±100 the full control effect; nearly all actives have a fitted effect of over 80% in size
#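 Inhibition of chaperonin ATP hydrolysis is measured as reduced ADP production, detected by competitive TR-FRET in which signal falls with ADP. Final enzyme 25 nM and ATP 10 uM, reacted 30 min at 37°C.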
# Akt phos inh = inhibitors of Akt phosphorylation; activity change, % for hits at 50 µM; Neuro2A IGF-stimulated pAkt S473 HTRF, 20 min; stronger effect = lower value; 360,000 tested, 0.32% active; in the data active means activity change below about -80%; inconclusive means mostly about -51% to -80%; further: on the % scale 0 is the no-effect control and ±100 the full control effect
#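 Single-point screen (50 µM final compound) in Neuro2A cells stimulated 20 min with 6 nM IGF at 37 deg C. After lysis, Ser473-phosphorylated Akt read by HTRF (ex 330 nm, em 615/665 nm) as the 665/615 ratio.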
# D3 ag = agonists of human D3 dopamine receptor; P35462; D3R DiscoveRx beta-arrestin cells, luminescence, 90 min; max activation, %; 410,000 tested, 0.58% active; in the data active means max activation above about 30%; further: 0% is about no effect; mostly tested at two doses, the higher about 12 µM
# Target sequence (P35462 whole entry, looked up): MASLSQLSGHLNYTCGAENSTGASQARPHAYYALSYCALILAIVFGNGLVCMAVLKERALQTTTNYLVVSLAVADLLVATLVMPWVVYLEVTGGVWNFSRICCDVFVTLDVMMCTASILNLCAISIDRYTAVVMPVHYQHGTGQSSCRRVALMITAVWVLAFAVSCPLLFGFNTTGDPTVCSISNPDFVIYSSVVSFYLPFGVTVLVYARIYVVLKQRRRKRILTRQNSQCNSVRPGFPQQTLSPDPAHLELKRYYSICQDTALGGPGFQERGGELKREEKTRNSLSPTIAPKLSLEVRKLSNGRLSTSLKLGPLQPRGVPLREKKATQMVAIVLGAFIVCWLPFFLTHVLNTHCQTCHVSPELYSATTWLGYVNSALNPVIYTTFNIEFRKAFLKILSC
#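 Agonist-mode cell screen: cells plated at 1500/well and incubated overnight at 37 °C, then exposed to library compounds for 90 min at 37 °C. Detection reagent was added for 30–60 min at room temperature, and luminescence was read.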
# PTHR1 agonist = activates the human parathyroid hormone receptor PTHR1; Q03431; HEK293 GP2 PTHR1 cells, GloSensor cAMP luminescence, 1 h; Potency, µM (doses to about 115 µM), for inactives: top-dose activation, usual class: activators; 410,000 tested, 0.075% active; AID 743266; further: potency means the concentration at half of the fitted maximal effect; nearly all actives have a fitted effect of over 55% in size; some results filed as inactive show a strong effect at the top dose; inactives centre near -15; many of its hits are not listed in these tables
# Target sequence (Q03431 whole entry, looked up): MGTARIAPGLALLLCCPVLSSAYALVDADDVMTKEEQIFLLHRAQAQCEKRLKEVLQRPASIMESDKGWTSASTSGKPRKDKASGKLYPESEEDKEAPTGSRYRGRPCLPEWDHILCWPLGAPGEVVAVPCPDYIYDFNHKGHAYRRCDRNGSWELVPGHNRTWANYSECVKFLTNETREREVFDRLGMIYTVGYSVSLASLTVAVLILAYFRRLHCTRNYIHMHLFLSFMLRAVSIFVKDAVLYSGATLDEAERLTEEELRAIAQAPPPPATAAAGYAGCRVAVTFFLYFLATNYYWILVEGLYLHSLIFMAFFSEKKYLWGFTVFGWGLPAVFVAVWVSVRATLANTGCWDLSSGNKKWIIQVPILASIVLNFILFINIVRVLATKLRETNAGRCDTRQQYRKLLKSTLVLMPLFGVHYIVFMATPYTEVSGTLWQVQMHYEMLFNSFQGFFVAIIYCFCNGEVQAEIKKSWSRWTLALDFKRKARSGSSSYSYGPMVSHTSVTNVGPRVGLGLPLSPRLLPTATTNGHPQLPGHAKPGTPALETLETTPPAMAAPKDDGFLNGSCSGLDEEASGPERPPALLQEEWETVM
#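 HEK-293-derived GP2 cells expressing PTHR1 and a GloSensor cAMP reporter, 3,000/well, plated overnight, given luciferin plus IBMX (each 0.5 mM as added) for 1 h at 37 °C, then compound for 1 h at 37 °C. Luminescence was read after 15 min at room temperature.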
# EPAC2 agonist = EPAC2 (human) agonism. Q8WZA2. Potency, µM (highest dose often 154 µM), for inactives: at the top dose activation, actives largely listed as activators. EPAC2 activation, biochemical qHTS; response scale: 100% = 6.5 mM cAMP response. 360,000 tested, 0.079% active; further: potency means the concentration at half of the fitted maximal effect; nearly all actives have a fitted effect of over 50% in size
#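 In this primary screen, activation is scored as increased exchange of BODIPY-GDP from Rap1B by 100 nM EPAC2, with 50 uM GDP as competitor. Signal is normalized to the 6.5 mM cAMP agonist control.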
# EPAC2 antagonist = blocks human EPAC2 exchange factor. EPAC2 GEF exchange of Rap1B-BODIPY-GDP, fluorescence. Potency, µM (titrated, usually from 114 µM), without a hit: top-dose activity, negative = inhibition, actives largely listed as inhibitors. 360,000 tested, 0.18% active. AID 720708; further: potency means the concentration at half of the fitted maximal effect; on the % scale 0 is the no-effect control and ±100 the full control effect; nearly all actives have a fitted effect of over 45% in size; many of its hits are not listed in these tables
# CCT modulator = cytosolic chaperonin activity modulation; 360,000 tested, 0.3% active; purified chaperonin ATPase assay, HTRF ADP detection, 30 min; AID 651819; activity change, % (concentration not given with the values), hits read low; in the data active means activity change below about -30%; further: on the % scale 0 is the no-effect control and ±100 the full control effect
#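 TRiC (40 or 20 nM final, by batch activity) in 30 mM Tris pH 7.4, 100 mM KCl, 5 mM MgCl2, 1 mM DTT was treated with compound at 76 uM single dose, then 10 uM ATP, 30 min at 37 °C. ADP was read by HTRF Transcreener.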
# DRD3 antagonist = antagonists of human D3 dopamine receptor; P35462; D3R cells, DiscoveRx beta-arrestin luminescence, antagonist mode; stronger effect = lower value; max response, negative = inhibition, %; 360,000 tested, 2.5% active; in the data active means max response below about -50%; inconclusive means no clear call, values can overlap the other calls; further: on the % scale 0 is the no-effect control and ±100 the full control effect; mostly tested at two doses, the higher about 12 µM
#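 Cells expressing the human receptor were seeded at 1500 cells/well, incubated overnight at 37 degrees C in 5% CO2, then exposed to library compounds with dopamine controls for 90 minutes at 37 degrees C before luminescent detection.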
# * marks the source's active call; other numbers are inactive results; i = inactive; u = inconclusive; x = not tested or not shown; [ ] = remark or other dose. Unless noted, the call rests on the fitted dose curve; in most records, active means well fitted curve in the direction sought with a large enough effect; inconclusive means small, poorly fitted or top-dose-only effect, or another doubt; inactive means no such curve, though single readings can be large; an effect the other way counts as inactive or inconclusive.
SMILES,Mm-Cpn inhibitor,Akt phos inh,D3 ag,PTHR1 agonist,EPAC2 agonist,EPAC2 antagonist,CCT modulator,DRD3 antagonist
O=C(Cc1ccccc1)Nc1ccc(NC(=O)c2cccs2)c(Cl)c1,-1.0%,i,-5.9,i,-8.1%,10.2%,-1.6,6.7
Cn1ccnc1SCC(=O)Nc1cc(S(=O)(=O)N2CCOCC2)ccc1Cl,-1.2%,i,1.8,i,-3.7%,-0.3%,0.4,6.7
N#Cc1cccc(C(=O)OCC(=O)N2CCCc3ccccc32)c1,0.2%,i,-9.9,i,6.7%,-0.3%,-3.0,-4.1
Cc1cccc(N2CCN(C(=O)c3cc(=O)[nH]c4ccccc34)CC2)c1C,1.5%,i,5.0,-23.0%,-3.9%,u,-0.8,21.4
CC(CCn1cccn1)NC(=O)CCc1nnc(CCc2ccccc2)o1 (stereo not drawn),0.6%,i,2.9,i,0.2%,19.2%,0.5,11.3
N#C/C(=C(/O)COC(=O)CCC1CCCCC1)c1nc2ccccc2[nH]1,0.3%,i,-1.9,-17.0%,-9.5%,2.0%,-1.2,-20.1
CCOC(=O)C1=C(C)NC(C)=C(C(=O)OCC)C1C(=O)OCC(=O)NCCc1ccccc1,0.9%,i,-9.1,i,-8.6%,-4.0%,-1.2,-1.5
CCn1cc(C(=O)NCCCN2CCCC(C)C2)c(=O)c2cc(S(=O)(=O)N3CCOCC3)ccc21 (stereo not drawn),3.1%,i,5.7,i,-14.5%,9.0%,1.9,14.1
Cc1cnc(C(=O)OC(C)C(=O)Nc2ccc3c(c2)OCCO3)cn1 (stereo not drawn),2.3%,i,0.3,i,3.9%,9.5%,1.4,7.8
COc1ccc(OC)c(S(=O)(=O)N2CCC(C(=O)NCCC3=CCCCC3)CC2)c1,-0.7%,i,-1.9,-12.8%,2.7%,-12.4%,1.3,9.2
CC(C)c1ccc(OCC(=O)NCc2ccccc2)cc1,0.2%,i,-11.5,-43.0%[inhibitor],5.1%,-5.0%,-7.4,-17.1
CC(C)Cn1c2c(c(O)c(C(=O)Nn3c(Cc4ccccc4)nc4ccccc4c3=O)c1=O)CCCC2,-1.5%,i,-4.7,i,3.2%,-7.8%,-2.0,-18.7
CN1CCN(c2ccc(NC(=O)c3cccc(S(=O)(=O)N4CCCC4)c3)cc2)CC1,1.0%,i,0.8,-23.8%,13.3%,-1.8%,-2.3,-17.3
Cc1nn(-c2ccccc2)c(Cl)c1C(=O)Nc1ccc(N2CCOCC2)cc1,-1.2%,i,9.2,i,7.7%,2.0%,0.9,-21.5
O=C(c1ccc(NS(=O)(=O)c2ccc3[nH]c(=O)[nH]c3c2)cc1)N1CCN(c2ccccc2)CC1,1.3%,i,-1.6,-21.4%,6.8%,-3.2%,0.3,u
CC(C)CCNc1nc(N)c([N+](=O)[O-])c(NCC2CCCO2)n1 (stereo not drawn),2.3%,i,3.8,-27.7%,-17.1%,-6.9%,1.1,9.4
COc1cc(C2c3cc4c(cc3C3OC(=O)C2C3CO)OCO4)cc(OC)c1OC (stereo not drawn),x,i,-8.5,-11.8%,14.7%,30.3%[activator],-1.9,0.0
Cc1ccc(NC(=O)c2noc3c2CCCCC3)cc1C,-0.3%,i,-21.2,-49.0%[inhibitor][57.5 µM],-4.2%,8.9%,0.9,-29.3
O=C(NCCC(F)(F)F)C1Cc2c(-c3ccc(Cl)cc3)ccnc2O1 (stereo not drawn),x,i,-6.5,-0.9%,-6.0%,-3.2%,0.7,1.1
COc1ccccc1/C=C1\S/C(=N/NC(=O)c2cccc(Br)c2)NC1=O,0.9%,i,4.8,-0.6%,-30.8%[inhibitor],-6.3%,-0.3,7.6

# Full records, quoted from the list. Values in the order: Mm-Cpn inhibitor	Akt phos inh	D3 ag	PTHR1 agonist	EPAC2 agonist	EPAC2 antagonist	CCT modulator	DRD3 antagonist
# Results for `COc1cc(C2c3cc4c(cc3C3OC(=O)C2C3CO)OCO4)cc(OC)c1OC` (stereo not drawn) : x	i	-8.5	-11.8%	14.7%	30.3%[activator]	-1.9	0.0
# Results for `Cc1nn(-c2ccccc2)c(Cl)c1C(=O)Nc1ccc(N2CCOCC2)cc1` : -1.2%	i	9.2	i	7.7%	2.0%	0.9	-21.5
# Results for `CC(C)c1ccc(OCC(=O)NCc2ccccc2)cc1` : 0.2%	i	-11.5	-43.0%[inhibitor]	5.1%	-5.0%	-7.4	-17.1

# (list continues)
SMILES,Mm-Cpn inhibitor,Akt phos inh,D3 ag,PTHR1 agonist,EPAC2 agonist,EPAC2 antagonist,CCT modulator,DRD3 antagonist
COc1ccc(NC(=O)Nc2nnc(-c3ccccc3F)s2)cc1,-2.9%,i,10.2,-3.8%,-3.1%,0.5%,-2.2,9.6
CCN(c1ccccc1)S(=O)(=O)c1ccc(Cl)c(C(=O)N2CCCC2)c1,1.7%,i,1.7,i,-1.4%,-11.9%,0.2,21.1
Cc1cc2n(n1)SC(Nc1ccc(F)c(Cl)c1)N2 (stereo not drawn),0.9%,i,-11.4,i,5.5%,-3.5%,-0.7,-16.5
CC1CCN(S(=O)(=O)CCNC(=O)c2ccccc2)CC1,2.2%,i,3.0,i,-2.1%,-0.9%,-3.6,0.0
CCOCCCNS(=O)(=O)c1ccc(NC(=O)N2c3ccccc3Sc3ccccc32)cc1,-12.8%,i,0.1,i,14.0%,-16.8%,-1.0,10.7
COc1ccc(N(C(=O)c2csnn2)C(C(=O)NC2CCCC2)c2ccccc2)cc1 (stereo not drawn),3.7%,i,-3.2,14.9%,-0.7%,3.6%,-3.7,14.4
Cc1nn(S(=O)(=O)c2ccc(Cl)cc2)c(C)c1S(=O)(=O)N1CCOCC1,-7.9%,i,-0.2,-0.6%,1.6%,-1.7%,-5.9,-11.3
COc1ccc(C(=O)CN2C(=O)C(C)(C)Oc3ccc(C(=O)N4CCCCCC4)cc32)cc1,-0.4%,i,-16.7,i,2.0%,-13.1%,0.7,6.4
O=C(NCc1ccccn1)NC12CC3CC(CC(C3)C1)C2,0.7%,i,0.8,27.0%[57.5 µM],-2.0%,-0.3%,-4.2,13.6
CCOc1ccc(C(=O)NC(C(=O)NCC2CCCO2)C(C)C)cc1 (stereo not drawn),2.3%,i,4.1,i,3.8%,-4.0%,-1.6,1.8
COc1cc(OC)c(NC(=O)C2CCN(S(=O)(=O)c3ccc4c(c3)CC(C)N4C(C)=O)CC2)cc1Cl (stereo not drawn),0.1%,i,9.9,-81.9%[inhibitor],10.7%,-2.9%,-0.1,7.0
O=C(Cn1nnc2ccccc21)N/N=C\c1cccs1,1.8%,i,-2.4,i,-2.7%,6.5%,-0.7,12.0
CCNC(=O)CSC1=N/C(=C\c2ccc(O)c(OCC)c2)C(=O)N1c1ccc(OC(F)F)cc1,-2.0%,i,0.6,-20.1%,0.4%,-6.8%,-3.8,1.0
COc1ccc(/C=N/NC(=O)c2nnn(-c3nonc3N)c2-c2cccc(OC)c2)cc1,0.2%,i,0.2,i,3.8%,-2.4%,-1.2,-2.5
Cc1ccc(S(=O)(=O)N2CCC(N3CCCCCC3)CC2)cc1,0.1%,i,-5.5,-7.2%[57.5 µM],1.2%,-8.2%,-4.8,-24.1
CCOc1ccccc1N1CCN(C(=O)c2c(-c3ccccc3Cl)noc2C)CC1,1.8%,i,8.6,-4.1%,-4.9%,-8.4%,-1.2,4.4
O=c1[nH]c(=O)n(Cc2ccccc2)c2nc(-c3cccs3)n(CCO)c12,-7.3%,i,7.0,i,-3.0%,4.8%,-1.1,-0.4
COc1ccc(NC(=O)Nc2ccccc2SC)c(OC)c1,-1.1%,i,-4.9,-21.4%,-16.3%,14.6%,-0.3,-16.4
CCN(CC)S(=O)(=O)c1ccc(OC)c(NC(=O)c2ccc(OC)c([N+](=O)[O-])c2)c1,x,i,2.8,u,2.6%,-4.4%,-1.3,-17.1
CC(C)c1nnc(NC(=O)CCC2CCCCC2)s1,1.8%,i,8.1,-1.6%,-4.3%,-1.7%,-2.3,17.7
O=S(=O)(/N=C(\[O-])C[n+]1ccccc1)c1ccc(Cl)cc1,0.1%,i,-8.4,i,13.6%,5.4%,1.1,-0.2
O=C(C1=C(O)C(=O)N(Cc2ccco2)C1c1ccccc1)c1cccs1 (stereo not drawn),-0.6%,i,-1.6,i,-5.1%,14.7%,0.0,u
CCCCN1C=CC(=C2C(=O)c3ccccc3C2=O)C=C1,0.6%,i,-0.5,-38.3%,3.0%,19.6%,0.6,7.6
COc1ccc(S(=O)(=O)Nc2ccc3c(c2)OCO3)cc1OC,0.1%,i,0.7,-2.7%[57.5 µM],2.1%,9.4%,-0.3,10.2
Cc1cc(C)c2c(n1)SCC(=O)N2CC(=O)Nc1ccc(Br)c(C)c1,1.3%,i,-2.1,-7.3%,17.8%,3.0%,-0.7,-13.1
COc1ccc(/C=N/NS(C)(=O)=O)c(OC)c1,2.4%,i,1.5,i,-9.3%,-12.8%,0.5,5.2
O=C(NCc1ccc2c(c1)OCO2)c1cccc(C(=O)NCc2ccc3c(c2)OCO3)c1,-1.4%,i,-10.3,-18.8%[57.5 µM],10.9%,-1.7%,-1.1,7.4
COCCN(C(=O)COC(=O)C1CCCCC1)c1c(N)n(Cc2ccccc2)c(=O)[nH]c1=O,x,i,5.2,i,17.8%,0.7%,0.1,-9.6
C=CC[n+]1ccc2ccccc2c1C,1.4%,i,-5.7,i,4.0%,16.2%,-2.5,-4.1
Cc1cc(NC(=O)c2cccc(COc3ccc(Br)cc3)c2)no1,-0.6%,i,2.3,-45.5%[inhibitor],15.5%,-19.5%,-1.9,2.1
Cc1cc(N2CCN(c3nnnn3-c3ccccc3)CC2)n2ncnc2n1,-0.8%,i,1.4,i,-6.0%,10.7%,0.7,2.3
COC(=O)[C@]1(C)N[C@H](c2ccc(-c3ccc(Cl)c(Cl)c3)cc2)[C@@H]2C(=O)N(C)C(=O)[C@@H]21,-1.1%,i,-2.6,-51.4%[inhibitor],7.2%,5.6%,-0.4,-11.4
Cc1cc(C)c(S(=O)(=O)N(C)CC(=O)NCc2ccncc2)c(C)c1,-0.3%,i,-5.2,-7.2%,11.5%,8.6%,-0.6,-16.3
CC(=O)Nc1ccc(NC(=O)C(C)OC(=O)COc2ccc(Nc3ccccc3)cc2)cc1 (stereo not drawn),-3.4%,i,7.3,-3.1%,11.3%,-29.3%,-2.5,23.5
Cc1ccc2nc3c(c(Nc4ccc5c(c4)OCCO5)c2c1)CCC3,1.5%,i,-0.6,-4.6%,5.1%,-9.6%,-3.2,-19.0

# A portion of the library; rates above refer to the full screens.
